# LEDGF integ inh – blockers of LEDGF/p75-dependent integrase strand transfer – biochemical, TR-FRET, high throughput, primary screen | AID 743269, 2014 | inhibition, % at 3.7 µM | TR-FRET IN-LEDGF/p75 DNA integration, Eu/Cy5 | HIV-1 integrase (with human LEDGF/p75) | 0.64% of 370,000 active;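 active = inhibition above the screen-wide mean plus 3 SD, cut at about 13% in these data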;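 also: signal is the Cy5 over europium emission ratio at 671 and 618 nm; 0% = plate median of compound wells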
# HTRA1 inh – HTRA1 serine protease inhibitors, primary screen, biochemical, fluorescence polarization, HTS. AID 504803, 2011. 0.5% of 340,000 active. inhibition, % at 5.96 µM. recombinant HTRA1, FP-rhodamine activity-based probe; in the data active = inhibition above about 36%;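 also: 0% = enzyme with DMSO and 100% = wells lacking enzyme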
# Target sequence (Q92743 whole entry, looked up): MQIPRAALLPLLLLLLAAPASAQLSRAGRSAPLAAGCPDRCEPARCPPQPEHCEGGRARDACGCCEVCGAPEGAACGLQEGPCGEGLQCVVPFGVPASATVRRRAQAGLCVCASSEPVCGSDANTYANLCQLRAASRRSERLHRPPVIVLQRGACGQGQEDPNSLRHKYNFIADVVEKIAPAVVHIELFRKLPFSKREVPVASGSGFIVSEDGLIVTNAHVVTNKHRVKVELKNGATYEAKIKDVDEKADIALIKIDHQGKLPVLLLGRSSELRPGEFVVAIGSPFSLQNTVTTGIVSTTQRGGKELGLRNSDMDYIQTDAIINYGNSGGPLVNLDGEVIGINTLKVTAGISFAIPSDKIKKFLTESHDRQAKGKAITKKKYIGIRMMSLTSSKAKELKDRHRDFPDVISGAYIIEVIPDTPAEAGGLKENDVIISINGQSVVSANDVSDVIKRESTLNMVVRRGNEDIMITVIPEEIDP
# PRMT1 FP inh – PRMT1 methyltransferase inhibitors, primary screen, biochemical, fluorescence polarization. inhibition, % at 2.79 µM. Protein arginine N-methyltransferase 1 (Homo sapiens), Q99873. 1.3% of 370,000 active. AID 652257, 2013. recombinant PRMT1, activity-based probe fluorescence polarization;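 active = inhibition above about 21% made by adding two undisclosed values, limit read from the data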
# Target sequence (Q99873 whole entry, looked up): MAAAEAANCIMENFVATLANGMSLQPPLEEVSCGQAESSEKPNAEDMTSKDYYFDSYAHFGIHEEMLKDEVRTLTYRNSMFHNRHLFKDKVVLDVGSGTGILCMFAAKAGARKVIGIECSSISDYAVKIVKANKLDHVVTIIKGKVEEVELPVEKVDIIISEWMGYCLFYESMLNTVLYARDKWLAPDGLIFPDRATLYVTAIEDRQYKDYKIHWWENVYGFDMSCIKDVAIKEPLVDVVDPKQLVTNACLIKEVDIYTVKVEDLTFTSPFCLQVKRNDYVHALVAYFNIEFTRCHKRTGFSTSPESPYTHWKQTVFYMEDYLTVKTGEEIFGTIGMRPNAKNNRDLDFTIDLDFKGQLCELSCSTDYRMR
# MBD2 DNA inh – inhibitors of MBD2 binding to methylated DNA, primary screen, biochemical, TR-FRET, DNA-binding domain, human; MBD2 binding to methylated oligonucleotide; inhibition, % at 4.4 µM; 0.31% of 370,000 active; in the data active = inhibition above about 13%
# NPR2 activator – human GC-B receptor activators, primary screen, HEK293 GC-B cells, cGMP TR-FRET, EC30 CNP; Atrial natriuretic peptide receptor 2 (Homo sapiens), P20594; 0% at EC30 CNP, 100% saturating CNP; activation, % at 10 µM; 0.11% of 370,000 active;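 active = activation at 10 µM reaching about 35% in either raw or pattern-adjusted values, limit read from the data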
# SIAE inh – human SIAE inhibitors, primary screen, biochemical, fluorescence polarization, FP-Rh probe, 1536-well HTS; Sialate O-acetylesterase (Homo sapiens), Q9HAT2; SIAE FP-Rh probe binding; inhibition, % at 9.66 µM; 0.69% of 370,000 active; AID 1053197, 2014;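 active = inhibition above a cutoff: mean of compounds within the control limits plus 3 SD of those, cut at about 17% in these data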;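 also: 0% = plate median of compound wells and 100% = probe without SIAE protein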
# TDP2 inh – human TDP2 enzyme inhibitors, primary screen, biochemical, epi absorbance, recombinant enzyme; T5PNP hydrolysis, p-nitrophenol absorbance 415 nm; Tyrosyl-DNA phosphodiesterase 2 (Homo sapiens), O95551; inhibition, % at 12.8 µM; 0.34% of 370,000 active;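 active = inhibition above the mean of all tested compounds plus 3 SD, set per campaign, cut at about 25% in these data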;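 also: 0% = DMSO with enzyme and 100% = buffer with substrate but no TDP2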
#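 Assay system: Recombinant human TDP2 | Quantity: 120 nM TDP2 per well | Incubation: 2 h at 37 °C | Signal: Epi absorbance | Evaluation: Percent inhibition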
# mABHD4 FP – ABHD4 inhibitors, primary screen, biochemical, fluorescence polarization, mouse. (Lyso)-N-acylphosphatidylethanolamine lipase (Mus musculus), Q8VD66. purified mABHD4, FP-Rh probe fluorescence polarization. inhibition, % at 8.92 µM. 0.54% of 370,000 active;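 active = inhibition exceeding the mean over every tested compound plus 3 SD, cut at about 30% in these data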;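 also: 0% = plate median of compound wells and 100% = S159A mutant with DMSO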
#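 Doses – 8.92 µM, single dose · Material – wild-type mouse ABHD4 protein · Replication – single well per compound (singlicate) · Measure – percent inhibition of probe binding, normalized to plate controls · Schedule – 45 min compound pre-incubation plus 60 min probe step, 25 °C · Detection – fluorescence polarization with parallel and perpendicular emission, 525/598 nm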
# TCR CD3 inh – inhibitors of human TCR-CD3 interaction, primary screen, biochemical, fluorescence, TAMRA-labeled TCR probe. 0.37% of 360,000 active. AID 651800, 2012. inhibition, % at 9.4 µM. T-cell receptor (TCR); in the data active = inhibition above about 19%;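 also: recombinant mutant TCR 2C K166C tagged with TAMRA read by polarization; 0% = receptor in buffer alone and 100% = receptor with positive control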
# rCAG RNA binder – binders of r(CAG) RNA repeats, primary screen, biochemical, fluorescence. 1.3% of 370,000 active. r(CAG) RNA repeat, TO-PRO-1 dye displacement fluorescence. AID 651821, 2012. inhibition, % at 3 µM;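 active = inhibition above the plate cutoff, the mean of all test compounds on that plate plus 3 SD, cut at about 35% in these data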;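 also: 0% = DMSO alone and 100% = 100 µM mitoxantrone as full dye displacement; higher means more dye released from RNA so lower well fluorescence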
# * marks the source's active call; other numbers are inactive results; . = no result given. A portion of the library; the hit share may differ from the screen's.
SMILES,LEDGF integ inh,HTRA1 inh,PRMT1 FP inh,MBD2 DNA inh,NPR2 activator,SIAE inh,TDP2 inh,mABHD4 FP,TCR CD3 inh,rCAG RNA binder
COc1ccc(N2CCN(C(=O)CSc3ncnc4c3cnn4-c3ccccc3C)CC2)cc1,-1,3,-3,1,0,-8,4,6,-2,-1
Cc1cccc(C)c1N=C1C(=O)Nc2ccccc21,4,7,-2,-2,1,1,-1,2,6,0
CCN(CC)CCOC(=O)c1ccc(NC(=O)c2cccc(C)c2[N+](=O)[O-])cc1,-1,0,-2,-2,1,-6,-5,1,6,-1
COc1ccc(C2CC(=O)Nc3n[nH]c(-c4ccccc4)c32)cc1OC (stereo unspecified),0,1,-2,7,-2,10,12,1,-4,-3
Cc1ccc(NS(=O)(=O)c2cc(NC(=O)C(C)Oc3ccccc3)ccc2C)c(C)c1 (stereo unspecified),-4,-53,0,2,3,-14,-4,-21,-4,0
Cc1ccccc1NC(=O)c1ccc(CN2CCc3ccccc3C2)cc1,1,-7,-4,34*,-4,3,-3,-5,7,-5
CC(=O)Nc1ccc(C(C)=NNC(=O)C2CCCC2)cc1,1,.,-4,-2,3,-2,-4,0,-10,1
COc1cccc(C2C3=C(N=c4s/c(=C\c5ccc(O)cc5)c(=O)n42)c2ccccc2CC3)c1OC (stereo unspecified),0,-3,4,4,0,4,0,7,-1,6
CN(C)CCCNc1nc(N)c([N+](=O)[O-])c(NC2CCCCC2)n1,-2,8,3,5,1,1,-10,3,-1,3
COC(=O)c1cccc(COC(=O)c2ccc(N(C)C)cc2)c1,-2,-17,-1,-3,7,3,7,-7,7,-5
Cc1occc1C(=O)NC(C)C12CC3CC(CC(C3)C1)C2 (stereo unspecified),-1,-1,-1,2,-1,8,9,-1,-5,-4
O=C(CSc1nnc(Cc2cc(=O)[nH]c(=O)[nH]2)n1-c1ccc(Cl)cc1)NC1CCCC1,3,-2,16,1,2,-7,-18,-11,-4,-1

# The list goes on, overlapping the part above by 2 compounds.
SMILES,LEDGF integ inh,HTRA1 inh,PRMT1 FP inh,MBD2 DNA inh,NPR2 activator,SIAE inh,TDP2 inh,mABHD4 FP,TCR CD3 inh,rCAG RNA binder
Cc1occc1C(=O)NC(C)C12CC3CC(CC(C3)C1)C2 (stereo unspecified),-1,-1,-1,2,-1,8,9,-1,-5,-4
O=C(CSc1nnc(Cc2cc(=O)[nH]c(=O)[nH]2)n1-c1ccc(Cl)cc1)NC1CCCC1,3,-2,16,1,2,-7,-18,-11,-4,-1
CS(=O)(=O)N(CC(=O)N1CCN(c2cccc(Cl)c2)CC1)c1ccccc1,-2,0,0,-3,0,3,3,-1,-2,-3
COc1ccc(Cl)cc1Nc1nc(NCCO)nc(N2CCCCC2)n1,-1,-33,1,-4,-8,1,-9,-14,8,6
CN(C)C(=O)CCc1ccc2c3c([nH]c2c1)[C@]1(C)[C@@H](C(=O)N2CCCCC2)C[C@H](CC(=O)NCCCn2ccnc2)C(=O)N1CC3,-10,-2,-1,0,-4,3,5,3,-8,-2
CC(C)c1nc2ccccc2c2nnc(SCC(=O)NCc3ccco3)n12,3,0,2,0,-6,5,-18,-6,-4,0
Cc1ccc(CNC(=O)OC(C)(C)C)c(/C=C/S(=O)(=O)NCc2ccc(F)cc2)c1,7,.,-7,2,-1,-1,-6,-10,.,-2
CN1CCN(S(=O)(=O)c2cc(Cl)c(Cl)cc2Cl)CC1,-4,5,-1,3,3,-7,-3,0,5,-2
CSc1ccccc1C(=O)NCc1cccnc1,-2,5,-3,-4,0,5,15,0,-1,2
CC(Sc1nn(-c2ccc(Cl)cc2)c(=S)s1)C(=O)NCC1CCCO1 (stereo unspecified),-8,-10,2,2,-1,-1,-3,0,-11,-6
CCOC(=O)CN1C(=O)N[C@@H](c2cccc(F)c2)C(C(=O)OC)=C1C,0,-15,0,5,-10,3,8,-1,4,-1
Cc1cc(NC(=O)CSc2nnc(-c3ccco3)n2N)no1,4,2,3,-3,3,1,5,5,2,0
Cc1ccccc1S(=O)(=O)N(C)C[C@H]1OCc2cn(nn2)CCCC(=O)N([C@@H](C)CO)C[C@@H]1C,-8,.,3,3,3,-7,-1,-5,-1,2
CCOC(=O)CON1C(=O)C(=O)N(OCC(=O)OCC)C2CCCCC21 (stereo unspecified),-1,1,5,-3,-2,-3,11,0,-5,-2
CN(CC(=O)Nc1c(Cl)cccc1Cl)C(=O)c1ccc2nc[nH]c2c1,-1,3,2,-8,1,7,9,11,4,2
O=S(=O)(NCCc1csc(-c2ccccc2)n1)c1cccnc1,-2,3,7,4,1,1,-2,7,-6,6
CCOC(=O)N1CCN(S(=O)(=O)c2ccc(C(=O)Nc3nnc(C)o3)cc2)CC1,-2,-4,1,-1,3,-3,-5,3,2,3
Cc1ccc(NC(=O)CSc2nnc(CNC(=O)c3ccccc3F)o2)cc1Cl,3,-1,0,-1,0,-2,0,-3,-1,8
CCC(=O)N1Cc2cc(C(=O)Nc3nccs3)nc(-c3cccc(-c4ccccc4OC)c3)c2[C@@H]1CCO,0,.,-2,2,12,-17,1,-8,7,10
CN(CC(=O)Nc1ccccc1Br)C(=O)C1CCN(C(=O)c2ccc(Cl)cc2)CC1,0,-3,4,-3,-3,0,1,7,-9,-10
O=C(CCn1c(=O)c2ccccc2n(Cc2cccc([N+](=O)[O-])c2)c1=O)N1CCc2ccccc2C1,1,1,1,0,2,11,4,12,2,1
COc1ccccc1C(O)(C(=O)NN(C)c1ccccc1)c1ccccc1OC,-9,0,1,-2,-3,3,-5,12,3,1
Cc1ccc2cc(CCNS(=O)(=O)c3ccc(Cl)cc3)c(=O)[nH]c2c1C,-4,-8,1,1,-7,-1,2,0,-7,2
CC(c1nc2ccccc2c(=O)[nH]1)N1CCN(S(=O)(=O)c2ccc(F)c(Cl)c2)CC1 (stereo unspecified),0,-7,0,-1,2,-7,8,-1,2,2
CC(C)(C)S(=O)N1Cc2cc(=O)n(Cc3ccccc3)cc2[C@H]1CCO (stereo partly specified),1,1,4,1,3,1,8,1,-6,6
CCN(CC)S(=O)(=O)c1ccc2oc(Nc3ccccc3)nc2c1,-3,-18,-2,-6,-2,1,9,-2,-2,9
O=C(CCN1CCOCC1)NNC(=O)c1ccc([N+](=O)[O-])cc1[N+](=O)[O-],0,-2,-1,-5,0,1,-1,-2,7,1
Cc1cc(C)c(C#N)c(Oc2ccccc2)n1,-4,0,1,-3,0,-2,-1,-1,-5,-2
CCC(C)NC(=O)CNC(=O)c1nn(-c2ccc(OC)cc2)c(=O)c2ccccc12 (stereo unspecified),-3,4,5,1,0,1,2,-1,-4,-4
O=c1c2cc(Cl)ccc2[nH]c(=S)n1Cc1cccs1,1,-10,-1,-1,-7,6,-6,-1,7,7
Cc1cc(OCc2cc(C(=O)NCCN3CCCCC3CO)no2)cc(C)c1Cl (stereo unspecified),-4,-12,-2,0,-4,-4,3,-4,-4,-10
O=C(NCCCc1ccccc1)c1ccc(Br)o1,2,0,4,-7,2,5,6,2,-1,-3
O=[N+]([O-])c1ccc(Cl)c(NC2=NCCCCC2)c1,1,3,-1,-9,6,-1,-7,1,11,0
O=C(O)c1cc(-c2ccc(/C=C3\NC(=O)N(c4ccccc4)C3=O)o2)ccc1Cl,5,5,6,5,1,14,3,9,0,14
CC(C)(C)OC(=O)N1CCC[C@H]1C(=O)O,3,3,0,-2,3,0,1,1,3,1
COCCNc1oc(-c2ccc(C)cc2)nc1C#N,1,-3,2,2,3,-3,-5,-9,1,1
CC(NC(=O)CNC(=O)C1CCCCC1)c1ccc(S(N)(=O)=O)cc1 (stereo unspecified),1,10,-3,2,5,-2,1,-3,2,2
COc1cc(N2Cc3ccccc3C2)ccc1C=O,1,-6,-2,-2,-11,-12,9,1,-2,16

# Given with two lines to a compound: part of the list above
# Below each compound: LEDGF integ inh	HTRA1 inh	PRMT1 FP inh	MBD2 DNA inh	NPR2 activator	SIAE inh	TDP2 inh	mABHD4 FP	TCR CD3 inh	rCAG RNA binder
> COc1cc(N2Cc3ccccc3C2)ccc1C=O
  1	-6	-2	-2	-11	-12	9	1	-2	16
> O=C(CCN1CCOCC1)NNC(=O)c1ccc([N+](=O)[O-])cc1[N+](=O)[O-]
  0	-2	-1	-5	0	1	-1	-2	7	1
> O=C(NCCCc1ccccc1)c1ccc(Br)o1
  2	0	4	-7	2	5	6	2	-1	-3
> CC(NC(=O)CNC(=O)C1CCCCC1)c1ccc(S(N)(=O)=O)cc1 (stereo unspecified)
  1	10	-3	2	5	-2	1	-3	2	2

# (listing goes on)
SMILES,LEDGF integ inh,HTRA1 inh,PRMT1 FP inh,MBD2 DNA inh,NPR2 activator,SIAE inh,TDP2 inh,mABHD4 FP,TCR CD3 inh,rCAG RNA binder
COc1cc2c(cc1OC)N1C(=O)CC(OCC(=O)O)C3C4CC5(CCN5C(=O)C4=O)C2C31 (stereo unspecified),-9,.,-1,3,2,-3,1,2,-3,-1
CC(C)N(C(=O)CSc1ccc(S(=O)(=O)N2CCCCC2)cn1)C(C)C,-11,6,7,0,-2,3,0,-3,-4,-1
O=C(Nc1c(C(=O)N2CCOCC2)cnn1-c1ccccc1)c1ccccc1,4,7,-2,4,2,-4,8,-6,6,2
NC(=O)c1ccc(SCC(=O)OCC(=O)NCc2cccs2)c([N+](=O)[O-])c1,3,6,45*,4,0,-17,-20,-6,9,0
O=C(OCc1nc2ccccc2s1)c1cccc(S(=O)(=O)N2CCOCC2)c1,-1,-8,6,5,0,-6,-10,-3,-4,2
CCn1c(CNc2cccc(C(F)(F)F)c2)n[nH]c1=S,0,4,2,4,0,9,-11,1,1,1
CC(C)CNS(=O)(=O)c1ccc(OCC(=O)Nc2ccc3c(c2)OCO3)c(Cl)c1,-1,-4,0,3,-3,4,0,-1,-1,-1
CCCCOc1ccc(C(=O)NCC(=O)N(C)Cc2nc3ccccc3c(=O)[nH]2)cc1,2,-4,0,1,0,-2,5,-5,9,-1
COc1ccc(CSc2ncnc3sccc23)cc1F,-4,-12,1,5,-5,-1,-3,-4,5,1
O=C(CN1C(=O)CCC1=O)NNc1ccc2ccccc2c1,0,10,10,-7,-4,7,5,18,1,9
Oc1c(C=C2N=c3ccccc3=N2)sc(=S)n1C1CCCC1,2,-1,8,0,-6,-1,2,11,1,11
CNC(=S)N1CCc2cc(OC)c(OC)cc2C1COc1ccc(F)cc1 (stereo unspecified),5,-15,-7,-6,-1,-1,-8,-4,1,-1
Cc1ccc(Cl)cc1N1C(=O)CC(Sc2ccccc2N)C1=O (stereo unspecified),-5,0,-3,2,0,14,3,0,5,4
O=c1cc(N2CCCCC2)c(-c2ccccc2)nn1Cc1ccccc1Cl,4,-41,-2,-3,0,-8,-1,8,0,-4

# Compound activity: PubChem, several laboratories
